Source: PubChem (several laboratories)
ASAP1 GAP inh = inhibitors of human ASAP1 ArfGAP activity; ASAP1-stimulated ARF1 GTP hydrolysis, GDP FP detection; 360,000 tested, 0.19% active; inhibition, % at 16.5 µM; in the data active means inhibition above about 25%;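 further: 0% = vehicle with enzyme and substrate and 100% = no enzyme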
UHRF1 MBD2 ctr = human UHRF1 methylated DNA binding inhibitors. 370,000 tested, 0.75% active. inhibition, % at 4.4 µM. UHRF1 binding to methylated oligo, TR-FRET. Q96T88; in the data active means inhibition above about 21%;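 further: UHRF1 SRA domain binding a hemimethylated CpG hairpin DNA probe; 0% = median of test compound wells and 100% = reference inhibitor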
DDE Tn7 FP inh = DD(E)-Tn7 binding inhibition, primary FP screen. P02675. FP displacement of FITC-Tn7 peptide from fibrin DD(E); 0% = median of compound wells per plate. inhibition, % at 8.3 µM. 370,000 tested, 0.13% active. AID 720508;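 active means inhibition above the mean of compounds falling within the control limits plus 3 SD of them, cut at about 14% in these data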;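 further: 0% = plate median of compound wells and 100% = 10 µM Aha-Tn7 peptide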
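Assay system: human fibrin DD(E) protein / Input: 2 µM fibrin DD(E) / Benchmarks: high control of 10 µM Aha-Tn7 peptide / Measured by: fluorescence polarization of the labelled Tn7 tracer / Medium: Tris buffer with calcium and detergent, pH 7.8 / Timing: 10 min compound pre-incubation, 3 h probe incubation at room temperature / Repeats: one replicate per compound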
sPLA2-III inh = Inhibits HGIII-sPLA2 liposome hydrolysis, primary screen | Q9NZ20 | QFRET BODIPY PC-A2 liposome hydrolysis, fluorescence | inhibition, % at 12.2 µM | 370,000 tested, 0.56% active | AID 743126;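 active means inhibition above mean plus 3 SD of compounds lying within the high and low control bounds, cut at about 19% in these data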;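 further: 0% = median of test compound wells and 100% = no enzyme DMSO wells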
PLCb3 inh = inhibitors of human phospholipase C beta3. Purified PLC-beta3, fluorogenic substrate, fluorescence. inhibition, % at 12.2 µM. 370,000 tested, 0.18% active; in the data active means inhibition above about 11%;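 further: 0% = median of compound wells on plate and 100% = full blocker control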
DDE Tn6 FP inh = DD(E)-Tn6 binding inhibition, primary FP screen | Fibrin DD(E) TRITC-Tn6 fluorescence polarization displacement | P02675 | inhibition, % at 8.3 µM | AID 720509 | 370,000 tested, 0.21% active;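 active means inhibition above a per-campaign cutoff: mean of compounds within control limits plus 3 SD, cut at about 15% in these data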;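 further: 0% = median of all compound wells on the plate and 100% = blocking peptide control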
NR1D1 modulator = Rev-erb alpha (human) modulation. 370,000 tested, 0.79% active. AID 1259318. activity, % at 10 µM. P20393. Rev-erbα–FITC-DNA binding, fluorescence polarization, 90 min;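 active means activity above about 14%, limit read from the data; passing the limit was not always enough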;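 further: 0% = DMSO wells with 35 nM protein and 100% = DMSO wells with 750 nM protein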
KLK7 zymogen act = activates the human kallikrein-7 zymogen; activation, % at 7 µM; purified proKLK7, EDANS-DABCYL substrate fluorescence; 100% is mature enzyme control, 0% vehicle; 370,000 tested, 0.9% active; AID 652039;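 active means activation above the mean of all tested compounds plus 3 SD, computed per campaign excluding outliers beyond control limits, cut at about 13% in these data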
PLCg1 inh = inhibitors of human phospholipase C gamma1; P19174; purified PLC-gamma1, fluorogenic substrate, fluorescence; inhibition, % at 12.2 µM; 370,000 tested, 0.84% active; AID 720700; in the data active means inhibition above about 9.5%
ARFGAP1 inhibitor = inhibits rat ARF GTPase activating protein 1; 360,000 tested, 0.26% active; Q62848; inhibition, % at 16.5 µM; AID 651572; Arfgap1-stimulated ARF1 GTP hydrolysis, GDP FP detection;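 active means inhibition above a per-plate limit, mean inhibition of low control wells plus 3 SD, cut at about 25% in these data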;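 further: 0% = DMSO wells with enzyme and 100% = wells lacking Arfgap1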
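Material: truncated rat Arfgap1 GAP domain; Incubation: compound-enzyme preincubation 20 min, reaction 120 min, detection 60 min, 25 °C; Read-out: percent inhibition of Arfgap1-stimulated GTP hydrolysis; Technique: FP, GDP Alexa 633 tracer displaced from anti-GDP antibody, 620/688 nm; Controls: No-Arfgap1 wells (100%) versus DMSO full-reaction wells (0%); Replication: single well per compound.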
Numbers without * were called inactive; x = no result given.

SMILES	ASAP1 GAP inh	UHRF1 MBD2 ctr	DDE Tn7 FP inh	sPLA2-III inh	PLCb3 inh	DDE Tn6 FP inh	NR1D1 modulator	KLK7 zymogen act	PLCg1 inh	ARFGAP1 inhibitor
CCOC(=O)CSc1nc2c(c(=O)[nH]1)C(C)(CC)Cc1ccccc1-2 (centres undefined)	3	3	6	-36	-27	-3	-3	-0.4	-7	4
CSCc1nnc(NC(=O)c2ccc(S(=O)(=O)N3CCCCC3C)cc2)o1 (centres undefined)	1	-3	-3	-9	-8	-3	-1	0.4	1	-14
CCOC(=O)N1CCN(C(=O)c2cc(-n3cnnc3)ccc2Cl)CC1	8	0	2	-1	1	3	-2	-0.1	-2	4
N=C1C(c2nc3ccccc3[nH]2)=C(O)CN1c1ccccc1	7	-2	-3	22*	-5	-2	-2	0.2	-6	-7
Cc1nc2c([nH]1)C1(CCN(Cc3ccccc3)CC1)C(C#N)=C(N)O2	11	-10	8	-10	-45	-2	1	1.9	-37	-2
Cc1ccc(-n2c(SCC(=O)Nc3cccc4ccccc34)nnc2-c2ccco2)cc1	x	0	-6	-19	2	-3	5	-0.4	0	x
COc1cc(OC)c2ccc(=O)oc2c1C(CCN1CCCCC1)c1ccc(N(C)C)cc1 (centres undefined)	6	-1	-2	-5	-16	0	-3	2.8	-14	-14
COc1cc(-c2cnc3c(NC=O)cc(-c4ccccc4)cn23)cc(OC)c1OC	-3	-4	-2	2	-32	2	-13	-1.4	-25	-3
O=C1C=C(NCc2ccc(Cl)cc2)CCC1	9	9	6	17	-47	2	-8	-0.1	-46	3
CC1(C)NC(=O)N(CN2C(=O)NC(C)(C)C2=O)C1=O	4	3	-6	0	3	-12	0	-0.4	6	13
COc1ccccc1N1CCN(C(=O)c2oc3cc(C)cc(C)c3c2C)CC1	8	-1	-4	-7	1	0	-8	0.6	2	-9
CCCCCCOc1ccc(OC(=O)c2cccnc2)cc1	-15	8	1	6	0	-12	-2	0.1	0	9
O=C(Nc1ccc(C(F)(F)F)cc1)OC1CCC12CCC(c1ccccc1)CC2 (centres undefined)	x	-1	2	8	-1	1	-1	0.8	1	x
COc1ccc(CCN2C(=O)CC(NNc3ccc([N+](=O)[O-])cc3)C2=O)cc1OC (centres undefined)	17	0	-2	-20	-4	5	4	0.1	-3	1
CC(CC(=O)NNC(=O)c1cccc(Cl)c1)c1ccccc1 (centres undefined)	8	3	2	-7	-5	-1	6	0.1	0	7

Entries of single compounds, quoted from the list. Screens in order: ASAP1 GAP inh | UHRF1 MBD2 ctr | DDE Tn7 FP inh | sPLA2-III inh | PLCb3 inh | DDE Tn6 FP inh | NR1D1 modulator | KLK7 zymogen act | PLCg1 inh | ARFGAP1 inhibitor
Cc1nc2c([nH]1)C1(CCN(Cc3ccccc3)CC1)C(C#N)=C(N)O2 in the list: 11 | -10 | 8 | -10 | -45 | -2 | 1 | 1.9 | -37 | -2
CC(CC(=O)NNC(=O)c1cccc(Cl)c1)c1ccccc1 (centres undefined) in the list: 8 | 3 | 2 | -7 | -5 | -1 | 6 | 0.1 | 0 | 7

Next section:
SMILES	ASAP1 GAP inh	UHRF1 MBD2 ctr	DDE Tn7 FP inh	sPLA2-III inh	PLCb3 inh	DDE Tn6 FP inh	NR1D1 modulator	KLK7 zymogen act	PLCg1 inh	ARFGAP1 inhibitor
COc1ccc(CC(=O)Nc2nc(OCC(F)(F)F)cnc2-c2ccc(Cl)cc2Cl)cc1	-8	0	2	2	8	-12	10	0.4	2	8
Cc1cc(NC(=O)CCC(=O)N(c2ccc(F)cc2)C2(C(=O)NC3CCCCC3)CCCC2)no1	2	1	3	-10	4	10	4	-0.3	3	10
CCC(C)C(=O)Nc1nc(-c2ccc3c(c2)NC(=O)CO3)cs1 (centres undefined)	1	0	-3	-4	-7	-3	-5	0.1	-7	5
COc1ccc(NC(=O)CC2SC3=NCCN3C2=O)cc1 (centres undefined)	-6	-3	0	2	1	6	1	0.3	4	-1
Nc1ccccc1NC(=O)CCn1c(=S)[nH]c2ccccc2c1=O	13	-2	-3	13	-8	4	-1	0.2	-4	8
CCN(CC)CCCNC(=O)C1CCC(CNS(=O)(=O)c2c(C)cc(C)cc2C)CC1 (centres undefined)	1	0	-1	-4	-7	4	-1	-0.3	0	2
CCN(CC)S(=O)(=O)c1cccc2nsnc12	16	11	-5	-4	10	0	1	-0.5	6	5
CCOc1ccc(NC(=O)c2ccc3c(c2)OCCO3)cc1S(=O)(=O)N(CC)CC	5	7	0	7	-12	-2	4	0.0	-5	4
COc1ccc(/C=N/n2cnc3c([nH]c4ccc(F)cc43)c2=O)cc1CSc1ccccn1	-3	6	5	0	-10	0	-2	-0.5	2	2
Cc1ccc(S(=O)(=O)NC(=O)c2cc(C)n(CCCn3ccnc3)c2C)cc1	1	4	3	-1	-9	-4	-3	0.2	-11	-7
Cc1ccc(C2=[N+]([O-])C(C)N(O)C2(C)C)o1 (centres undefined)	10	-1	-2	2	6	-14	0	-0.6	3	2
CSc1cccc(NC(=O)CC(C)n2ccnc2)c1 (centres undefined)	-1	-2	-5	-5	-2	7	-4	0.1	0	1
Cc1ccc2nc(-c3ccc(Br)o3)oc(=O)c2c1	12	-1	-4	3	-6	6	17	0.3	-7	-2
CCN(C[C@H]1N[C@@](CC)(C(=O)OC)[C@H]2C(=O)N(C)C(=O)[C@@H]12)C(=O)C1CCCCC1	-4	-2	9	0	2	5	-2	-0.5	0	-15
COc1ccc(C2/C(=C(/O)c3ccc(C)cc3)C(=O)C(=O)N2C)cc1 (centres undefined)	1	-2	-1	4	0	-8	8	-0.2	8	8
COc1ccc(C(CNC(=O)c2ccccc2SC)N(C)C)cc1 (centres undefined)	19	0	1	2	-1	1	-2	0.4	-2	2
COC(=O)COc1ccc(S(=O)(=O)N2CCN(c3ccc(F)cc3)CC2)cc1	-2	1	8	-2	-5	0	4	-0.4	-1	-3
CC(C)CCOC(=O)C[N+](C)(C)CCOC1CC2CCC1(C)C2(C)C (centres undefined)	1	0	-3	-5	0	2	3	-0.4	0	2
CC(C)(C)OC(=O)N1CC(O)CC1C(=O)OCC(=O)c1ccc(-c2ccccc2)cc1 (centres undefined)	-16	1	-13	-38	-5	-5	5	-0.3	0	-10
O=C(CC[C@H]1O[C@@H](n2ccc(=O)[nH]c2=O)[C@H](O)[C@@H]1O)N[C@@H](Cc1ccccc1)C(=O)NCc1ccccc1	0	8	-3	13	1	-11	3	-0.4	0	17
COc1ccc(OC)c(C(=O)NC2CC(C)(C)Cc3c2cnn3-c2ccccc2)c1 (centres undefined)	4	0	-5	-5	-10	5	9	0.3	-2	0
Cc1ccc2cc(C(c3nnnn3C3CCCC3)N3CCN(c4ccccc4)CC3)c(=O)[nH]c2c1 (centres undefined)	6	1	1	1	-35	-5	2	-0.2	-25	8
Cc1ccc(CN2CC(C(=O)Nc3cc(C)ccn3)CC2=O)cc1 (centres undefined)	-16	3	-4	-2	-5	-1	5	0.2	-1	-3
CCN(C(=O)COC(=O)c1c(C)nsc1NC)c1ccccc1	1	0	2	1	-3	-4	13	0.2	0	-2
O=C(CCN1C(=O)S/C(=C\c2cccs2)C1=O)NC1=NCCS1	-4	-4	-8	-6	-2	-10	2	-0.1	-1	-3
Cc1ccc(C(=O)CSc2nc3ccccc3o2)cc1	4	-1	2	-36	-1	-6	2	-0.7	2	-9
O=C(NNS(=O)(=O)c1ccc(F)cc1)C1CCCCC1	6	1	-3	-3	2	-7	4	0.1	2	4
O=S(=O)(c1ccccc1)c1cnn(-c2ccccc2)c1-c1ccc(F)cc1	6	0	11	-6	15*	2	4	-0.3	-2	10
COc1ccc(CN(C)C[C@H]2OCCCC[C@@H](C)Oc3ccc(NC(=O)c4ccccc4)cc3C(=O)N([C@H](C)CO)C[C@@H]2C)cc1	3	-1	1	9	-1	-3	3	1.5	-1	-1
O=C(O)CN1C(=O)SC(Nc2ccccc2C(=O)O)C1=O (centres undefined)	7	0	2	7	-31	-6	0	1.3	-26	0
CN(Cc1ccccc1)C(=O)c1csc(COCCO)n1	-1	0	-7	9	0	1	4	0.5	1	0
COc1ccc(S(=O)(=O)N2CCN(C(=O)CN3C(=O)NC(C)(C)C3=O)CC2)cc1	3	-2	-5	5	2	1	7	-0.1	2	4
CN(C)CCCN(C(=O)c1ccc(Br)s1)c1nc2cc3c(cc2s1)OCO3	-9	-3	4	-11	-14	5	3	0.3	-5	-1
Cc1oc(-c2ccccc2)nc1C(=O)Nc1nccs1	-8	0	-3	0	-3	4	2	1.0	-3	-1
CC(=O)Nc1ccc(NC(=O)c2ccc(Cl)nc2)cc1	-4	0	1	-1	-9	-9	1	-0.1	0	-13
COc1cc(NC(=S)Nc2cccnc2)cc(OC)c1	0	-6	0	5	-3	-8	4	0.0	0	0
C/C(=N\NC(=O)c1c(Cl)cnn1C)c1ccc(NC(=O)c2ccc(Br)o2)cc1	-11	-2	5	-10	-10	0	-3	0.3	2	8
COC(=O)C1=C(C)N(C)C(=O)NC1c1c(O)ccc2ccccc12 (centres undefined)	-2	4	-7	2	-6	2	-1	0.2	3	9
CCOC(=O)c1c(C)n(C)c2cc(Br)c(OC)cc12	3	-1	3	0	-1	1	-6	-0.1	4	-1
O=C(CN1CCCSc2ccccc21)N1CCN(S(=O)(=O)c2cccc(F)c2)CC1	-7	4	1	-10	-5	-7	0	-0.2	2	7
O=C(c1cccc(NS(=O)(=O)c2ccc(F)c(F)c2)c1)N1CCN(C(c2ccccc2)c2ccccc2)CC1	0	0	5	-4	-2	-8	8	-0.3	-2	7
CCOC(=O)c1cccnc1SCc1cc(=O)n2ccccc2n1	-3	-6	4	-4	-22	-2	0	-0.6	-16	7
CCS(=O)(=O)N1CCC(C(=O)NCC2CCCO2)CC1 (centres undefined)	6	1	-2	8	1	0	-1	0.0	1	11
O=C(Nn1cnnc1)c1ccc(Cl)cc1[N+](=O)[O-]	-1	1	-9	2	4	6	3	-0.6	1	-8
COc1cccc(CC(=O)OCC(=O)Nc2nnc(-c3ccccc3)o2)c1	-3	-1	4	-5	-13	11	-1	-0.4	-7	-3
Cc1ccc(OCCCCNC(C)(C)C)c([N+](=O)[O-])c1	3	-4	-3	-13	5	-5	-14	-0.3	3	-9

3 entries from above, with values under each structure:
Below each SMILES: ASAP1 GAP inh, UHRF1 MBD2 ctr, DDE Tn7 FP inh, sPLA2-III inh, PLCb3 inh, DDE Tn6 FP inh, NR1D1 modulator, KLK7 zymogen act, PLCg1 inh, ARFGAP1 inhibitor
> CC(=O)Nc1ccc(NC(=O)c2ccc(Cl)nc2)cc1
    -4, 0, 1, -1, -9, -9, 1, -0.1, 0, -13
> COC(=O)C1=C(C)N(C)C(=O)NC1c1c(O)ccc2ccccc12 (centres undefined)
    -2, 4, -7, 2, -6, 2, -1, 0.2, 3, 9
> Cc1ccc(OCCCCNC(C)(C)C)c([N+](=O)[O-])c1
    3, -4, -3, -13, 5, -5, -14, -0.3, 3, -9
